RTF Ca sens act: cardiac RTF calcium sensitivity activators, primary screen, biochemical, IANBD-TnC fluorescence, EC20 calcium | Troponin I, cardiac muscle (Homo sapiens) + Troponin T, cardiac muscle (Homo sapiens) + … | IANBD-labeled TnC RTF fluorescence at EC20 calcium; 0% EC20 calcium, 100% full calcium | activation, % at 7.2 µM | hit rate 0.24% among 340,000;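 active means activation above the mean over all tested compounds plus 3 SD, cut at about 30% in these data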;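 further: rise in fluorescence read as greater calcium sensitivity of cardiac thin filaments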
Rtt109 Vps75: inhibitors of C. albicans Rtt109/Vps75 HAT, primary screen, biochemical, ThioGlo CoA-SH fluorescence, plate reader; purified Rtt109/Vps75, 4 h; inhibition, % at 34.9 µM; hit rate 0.16% among 330,000; Histone acetyltransferase RTT109 (Candida albicans (strain SC5314 / ATCC MYA-2876)), …;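 active means inhibition of at least 50% in every replicate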
PKA-R2B act: activators of PKA-R2B holoenzyme, primary screen, biochemical, fluorescence polarization, Cy5-IP20, human. cAMP-dependent protein kinase catalytic subunit beta (Homo sapiens) + cAMP-dependent …. PKA-R2B holoenzyme dissociation; R2B truncated from residue 108, S112A mutant; 0% DMSO only, 100% 113 µM cGMP. activation, % at 11.4 µM. hit rate 0.079% among 340,000. AID 504700, 2011;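 active means activation above a cutoff set at the mean over all compounds plus 3 SD, cut at about 18% in these data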;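 further: higher means more holoenzyme dissociation and a rise in polarization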
Target sequence (P31323 whole entry, looked up, other chains not shown, the tested form may be a part): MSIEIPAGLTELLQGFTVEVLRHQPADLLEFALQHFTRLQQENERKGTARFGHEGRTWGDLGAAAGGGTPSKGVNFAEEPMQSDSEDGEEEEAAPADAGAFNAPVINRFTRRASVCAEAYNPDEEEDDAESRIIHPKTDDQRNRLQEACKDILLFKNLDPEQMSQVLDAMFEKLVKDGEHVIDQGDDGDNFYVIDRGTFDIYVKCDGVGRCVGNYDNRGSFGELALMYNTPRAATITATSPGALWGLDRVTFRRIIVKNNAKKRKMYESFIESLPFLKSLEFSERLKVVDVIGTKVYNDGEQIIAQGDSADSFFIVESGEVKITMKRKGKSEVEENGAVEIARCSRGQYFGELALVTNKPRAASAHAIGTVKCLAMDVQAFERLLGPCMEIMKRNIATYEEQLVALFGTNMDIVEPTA
CAL PDZ FP-1: CAL PDZ peptide-binding inhibitors, primary screen, biochemical, fluorescence polarization, Cer-tagged CAL PDZ, HTS; Golgi-associated PDZ and coiled-coil motif-containing protein (Homo sapiens), Q9HD26; purified CAL PDZ, TMR-peptide fluorescence polarization, 1 h; inhibition, % at 20 µM; hit rate 0.02% among 330,000; AID 504414, 2011;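 active means highest replicate inhibition of at least 40%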;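 further: plate controls were DMSO neutral control wells for no effect and unlabeled competitor peptide control wells for full effect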
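Control set: unlabelled peptide and DMSO controls / Material: purified CerCALP PDZ construct / Timing: 1 h incubation at room temperature before polarization reading / Doses: 20 µM, one dose / Detection: fluorescence polarization (mP)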
CAL PDZ FP-2: untagged CAL PDZ binding inhibitors, primary screen, biochemical, fluorescence polarization, HTS; hit rate 0.92% among 300,000; Golgi-associated PDZ and coiled-coil motif-containing protein (Homo sapiens), Q9HD26; AID 602252, 2012; inhibition, % at 24.9 µM; purified CAL PDZ, TMR-peptide fluorescence polarization, 1 h;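 active means mean inhibition of at least 30% with at least half of replicates also reaching 30%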;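 further: 0% = DMSO neutral control and 100% = excess unlabeled competitor peptide PRC23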
LANA DNA inh: inhibitors of KSHV C-LANA binding to DNA, primary screen, biochemical, fluorescence polarization, FAM-LBS DNA, MBP-C-LANA, single point; Kaposi's sarcoma herpesvirus LANA C-terminal domain (residues 932-1162) DNA binding; inhibition, % at 9 µM; hit rate 0.078% among 340,000; AID 504423, 2011;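 active means highest replicate inhibition at or above 60% at 9 µM, even if other replicates fall short; inactive means all replicates below 60% inhibition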;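 further: 0% = neutral control wells and 100% = 4 µM acridine orange control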
SR-BI uptake up: activators of SR-BI mediated DiI-HDL uptake, primary screen, ldlA[mSR-BI] CHO cells, DiI fluorescence; hit rate 0.096% among 320,000; AID 504775, 2011; 3 h; 100 = double the neutral-control signal; activation, % at 12.5 µM;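 active means mean replicate activation of at least 60% and every replicate at or above 60%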;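 further: 0% = median plate neutral-control signal and 100% = twice that signal; values of inactives mirror those of a sister screen read the other way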
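Test system: SR-BI-overexpressing, LDLR-lacking CHO cells; Also added: labelled HDL, 10 µg/mL; Measured by: bottom-read cell fluorescence after medium removal, ex 550/em 595 nm; Timing: 3 h uptake period with compound, 37 °C; Buffer or medium: F12, 0.5% BSA, 25 mM HEPES; Doses: single compound concentration, delivered by pin transfer.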
DAGLB inh: DAGLB lipase inhibitors, primary screen, biochemical, fluorescence, HTS. hit rate 0.059% among 340,000. inhibition, % at 5.17 µM. AID 504411, 2011. HEK293T DAGLB membrane lysate, EnzChek fluorogenic substrate. Diacylglycerol lipase-beta (Homo sapiens), Q8NCG7; in the data active means inhibition above about 34%;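 further: 0% = enzyme with vehicle and 100% = wells lacking enzyme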
Keap1 Nrf2 FP: Keap1-Nrf2 protein-protein interaction inhibitors, primary screen, biochemical, fluorescence polarization, single point; Kelch-like ECH-associated protein 1 (Homo sapiens), Q14145; Keap1 Kelch-Nrf2 peptide fluorescence polarization, 1536-well; inhibition, % at 9.4 µM; hit rate 0.15% among 340,000; AID 504523, 2011; in the data active means inhibition above about 12%;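 further: human Keap1 Kelch domain with fluorescein labeled Nrf2 9mer peptide probe; 0% = neutral control wells and 100% = peptide positive control; higher means more block of Keap1 binding to Nrf2 peptide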
Target sequence (Q14145 whole entry, looked up, the tested form may be a part): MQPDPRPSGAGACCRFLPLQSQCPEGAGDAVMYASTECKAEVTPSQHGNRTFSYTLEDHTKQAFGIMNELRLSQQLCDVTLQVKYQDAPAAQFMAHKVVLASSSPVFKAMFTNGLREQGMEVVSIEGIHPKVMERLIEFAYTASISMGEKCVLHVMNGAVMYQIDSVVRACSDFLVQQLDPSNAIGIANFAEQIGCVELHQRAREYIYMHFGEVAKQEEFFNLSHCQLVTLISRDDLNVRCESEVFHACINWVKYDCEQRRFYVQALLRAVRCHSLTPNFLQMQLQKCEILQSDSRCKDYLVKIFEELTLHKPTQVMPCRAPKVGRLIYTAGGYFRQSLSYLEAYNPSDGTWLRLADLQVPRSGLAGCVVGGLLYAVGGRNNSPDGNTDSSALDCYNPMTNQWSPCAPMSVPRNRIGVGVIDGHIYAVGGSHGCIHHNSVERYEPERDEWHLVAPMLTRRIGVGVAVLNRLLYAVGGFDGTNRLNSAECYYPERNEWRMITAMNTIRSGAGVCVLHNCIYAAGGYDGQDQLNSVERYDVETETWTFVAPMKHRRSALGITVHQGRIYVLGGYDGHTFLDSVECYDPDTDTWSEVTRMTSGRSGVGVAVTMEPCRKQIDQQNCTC
RTF Ca sens inh: cardiac RTF calcium sensitivity inhibitors, primary screen, biochemical, IANBD-TnC fluorescence, EC70 calcium | inhibition, % at 7.15 µM | Troponin I, cardiac muscle (Homo sapiens) + Troponin T, cardiac muscle (Homo sapiens) + … | IANBD-labeled cardiac RTF, Ca2+ fluorescence | hit rate 0.12% among 340,000 | AID 493244, 2011;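 active means inhibition above the mean inhibition of all tested compounds plus 3 SD, cut at about 17% in these data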;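 further: assay run at fixed EC70 calcium of 1.6 mM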
* hit, by the source's call; / = not tested or not shown.

SMILES	RTF Ca sens act	Rtt109 Vps75	PKA-R2B act	CAL PDZ FP-1	CAL PDZ FP-2	LANA DNA inh	SR-BI uptake up	DAGLB inh	Keap1 Nrf2 FP	RTF Ca sens inh
Cc1nnc(SCC(=O)NC(C)(C)C)n1NCc1ccc(N(C)C)cc1	-1	0	-2	-4.0	74*	-2.6	-4	1	-3	-1
C[C@H](O)[C@@H]1C(=O)N2CCc3ccc(-c4cccc(F)c4)cc3[C@@H]2C[C@@H]1N(C)C(=O)Nc1ccccc1	-8	-5	-3	-1.4	-6	-2.0	-1	0	-1	-12
COc1cc(/C=C/C(=O)OCC(=O)Nc2cc(C(F)(F)F)ccc2N2CCOCC2)ccc1O	1	-4	-2	-0.2	0	2.8	-50	-2	-4	7
O=C(O)c1ccc(Cl)c(S(=O)(=O)Nc2ccc(OCc3ccccc3)cc2)c1	-1	/	-5	-2.4	-3	-1.9	/	4	2	1
COc1cc(OC)c(C2=Nc3ccc(Br)cc3C(c3ccccc3)N2CC(=O)NN)cc1OC (centres undefined)	-1	19	-5	-0.4	/	0.7	-7	0	1	-15
COc1ccc(CCNC(=O)c2ccc(Cl)cc2Cl)cc1OC	3	11	7	-1.9	/	0.4	-15	-1	-4	0
COc1ccc(N2CCN(C(=O)c3ccc(N(C)S(=O)(=O)c4ccc(C)cc4)cc3)CC2)cc1	-3	4	-4	0.4	-6	-0.9	-55	2	5	-4
O=C(NCC1(N2CCCCC2)CCCCC1)c1cccc(S(=O)(=O)Nc2ccc(F)cc2)c1	-7	-5	-6	0.2	/	-0.5	1	3	-6	0
CCOC(=O)c1ccc(-n2cncn2)nc1	1	-5	-11	-1.3	-1	-2.2	19	2	2	0
O=C(O)c1ccccc1-c1cn2cc(Cl)ccc2n1	3	-3	-4	0.2	-1	1.9	17	-2	4	9
COc1ccc(/C=N/NC(=S)NCC2CCCO2)cc1 (centres undefined)	-4	1	6	-0.8	-7	1.0	-10	-1	2	-2
Cc1ccc(-n2c(O)c(C=NCc3ccccn3)c3ccccc3c2=O)cc1C	-1	62*	-3	-2.8	-2	-0.4	7	0	-5	-8
COC(=O)[C@@]12CCCCN1[C@H](c1ccc(-c3cccc(Cl)c3)cc1)[C@H]1C(=O)N(C)C(=O)[C@H]12	6	5	3	-0.7	-2	2.1	-24	-2	-2	2
COC(=O)CN(C)C1CC(=O)N(c2ccc(Cl)cc2)C1=O (centres undefined)	0	2	-7	-0.3	/	-1.0	-4	2	-5	-4
COc1ccc(-c2oc3ccccc3c2C(=O)OCc2ccc(O)cc2)cc1	1	-4	-1	-0.3	-6	-1.1	-50	-3	-6	-15
CC(C)=CCN1CCN(Cc2cc3ccccc3[nH]2)CC1CCO (centres undefined)	0	4	-2	-0.1	-2	1.2	-5	1	7	-9
Cn1c(SCC(=O)Nc2ccc(NC(=O)c3ccccc3F)cc2)nnc1-c1ccncc1	2	-1	6	-1.8	2	0.6	/	3	-4	-10
O=C(Cc1ccc([N+](=O)[O-])cc1)N/N=C/c1cccnc1	-2	2	4	-1.2	-2	0.6	5	-2	-2	-8
CN(C)c1nc(N)c([N+](=O)[O-])c(NCCO)n1	6	1	-11	0.1	/	0.9	24	2	0	-10
CCc1ccc(NC(=O)c2ccc3c(c2)C(=O)N(Cc2ccco2)C3=O)cc1	4	-3	6	0.8	-2	-1.1	/	1	2	-15
Cc1cccc(C(=O)Nc2nnc(-c3ccc(C(C)(C)C)cc3)s2)c1	6	-1	4	/	-4	0.7	5	1	1	-3
CCOC(=O)c1sc(Nc2nc3c(F)cccc3s2)cc1C	5	-1	-8	0.1	-1	-2.3	-53	-4	-6	-6
COc1ccc(OC)c(CNC(=O)C2CCCN(S(=O)(=O)N3CC(C)CC(C)C3)C2)c1 (centres undefined)	-7	17	2	-3.7	-1	-1.1	-26	-5	-1	-10
COC(=O)N/N=C/c1ccc([N+](=O)[O-])s1	2	17	-14	0.6	-4	0.6	-6	0	1	1
O=C(Nc1ccc2ccccc2n1)c1ccc(Cl)cc1	2	0	1	-2.3	-3	-17	-4	-9	-1	4
CCCn1c(SCC(=O)Nc2ccc(OC)cc2)nnc1-c1ccncc1	-4	-8	7	-2.0	2	0.3	28	3	-6	-29
COc1ccccc1/C=N/NC(=O)c1nnn(-c2nonc2N)c1CN(C)c1ccccc1	-1	-14	-2	-2.9	-3	-0.6	-38	2	-3	-5
COCc1cc(C)nc(SCC(=O)Nc2ccc(N3CCOCC3)cc2)c1C#N	5	-4	0	-2.0	-7	-0.3	-26	-1	-6	-11
CCC(=O)c1ccc(OCC(=O)OCC(=O)N2CCc3ccccc32)cc1	-4	-5	3	-1.8	-2	-0.1	8	8	-5	-6
Cc1nc2ccc(Cc3ccc4nc(C)[nH]c4c3)cc2[nH]1	1	-2	-2	/	-4	-3.3	5	-1	-2	9
COc1ccc(NC(=O)c2c(N)cnn2C)cc1	-6	-7	2	-0.2	-2	0.2	-3	-4	2	3
CC1CCCCN1C(=O)CCS(=O)(=O)c1cc2c(cc1Cl)NC(=O)CO2 (centres undefined)	0	-8	4	-0.1	-2	-1.5	26	-3	2	-5
CCc1nnc(SCC(=O)Nc2ccccc2)nc1CC	4	/	-6	-0.5	-11	-1.0	5	-2	-9	-9
CCOc1ccccc1NC(=O)C(OC(=O)c1ccc(O)cc1)c1ccccc1 (centres undefined)	-1	4	-7	-1.6	0	0.2	25	-4	-6	6
O=C(CCC(=O)N1CCOc2ccccc21)NCCc1ccccc1	11	2	-1	-1.2	/	-0.7	34	-1	-3	-3
CCN(CC)C(=O)CSc1nc2c(sc(=S)n2-c2ccccc2)c(=O)n1-c1ccc(OC)cc1OC	9	-1	-2	0.4	/	-3.7	8	-5	0	-4
COc1cccc(CNC(=O)CCNC(=O)C2CCN(S(=O)(=O)c3ccccc3)CC2)c1	4	-8	2	-2.1	0	-1.3	-1	-1	-1	0
COC(=O)C(C(=O)OC)c1ncccc1[N+](=O)[O-]	2	1	0	0.2	-2	-0.4	-5	-1	1	0
CCc1nnc(NC(=O)CSc2ccc(-c3ccc(-n4cccn4)cc3)nn2)s1	2	10	-2	-2.3	-3	1.8	-4	1	-2	-4
COc1cccc(NC(=O)Nc2nc(SC(C)(C)C)ns2)c1	-5	2	-4	-4.1	-10	1.2	-45	2	0	-2
CCCCOc1ccc(/C=C/C(=O)N(CC)CC(=O)Nc2ccc3c(c2)OCCO3)cc1OC	-18	-10	-4	-0.5	/	1.6	-66	-2	-2	11
CC(=O)Nc1ccc(S(=O)(=O)N2CCN(c3ncccn3)CC2)cc1	3	1	-8	0.0	-2	-0.1	12	-3	-2	-1
COC(=O)C1=CNC=C(C(=O)OC)C1c1cccc2ccccc12	-3	-6	2	-1.0	-3	0.1	6	1	-2	-2
CN(Cc1ccco1)c1ncnc2ccc(-c3ccccc3Cl)cc12	0	3	0	-1.8	-1	1.3	-23	-6	-2	4
Nc1ccc2c(c1)C(=O)c1ccc(Cl)cc1-2	-2	0	1	-0.1	1	-0.7	-20	27	-4	-6

Another view of part of the listing above:
RTF Ca sens act	Rtt109 Vps75	PKA-R2B act	CAL PDZ FP-1	CAL PDZ FP-2	LANA DNA inh	SR-BI uptake up	DAGLB inh	Keap1 Nrf2 FP	RTF Ca sens inh	SMILES
-1	0	-2	-4.0	74*	-2.6	-4	1	-3	-1	Cc1nnc(SCC(=O)NC(C)(C)C)n1NCc1ccc(N(C)C)cc1
-8	-5	-3	-1.4	-6	-2.0	-1	0	-1	-12	C[C@H](O)[C@@H]1C(=O)N2CCc3ccc(-c4cccc(F)c4)cc3[C@@H]2C[C@@H]1N(C)C(=O)Nc1ccccc1
1	-4	-2	-0.2	0	2.8	-50	-2	-4	7	COc1cc(/C=C/C(=O)OCC(=O)Nc2cc(C(F)(F)F)ccc2N2CCOCC2)ccc1O
-1	/	-5	-2.4	-3	-1.9	/	4	2	1	O=C(O)c1ccc(Cl)c(S(=O)(=O)Nc2ccc(OCc3ccccc3)cc2)c1
-1	19	-5	-0.4	/	0.7	-7	0	1	-15	COc1cc(OC)c(C2=Nc3ccc(Br)cc3C(c3ccccc3)N2CC(=O)NN)cc1OC (centres undefined)
3	11	7	-1.9	/	0.4	-15	-1	-4	0	COc1ccc(CCNC(=O)c2ccc(Cl)cc2Cl)cc1OC
-3	4	-4	0.4	-6	-0.9	-55	2	5	-4	COc1ccc(N2CCN(C(=O)c3ccc(N(C)S(=O)(=O)c4ccc(C)cc4)cc3)CC2)cc1
-7	-5	-6	0.2	/	-0.5	1	3	-6	0	O=C(NCC1(N2CCCCC2)CCCCC1)c1cccc(S(=O)(=O)Nc2ccc(F)cc2)c1
1	-5	-11	-1.3	-1	-2.2	19	2	2	0	CCOC(=O)c1ccc(-n2cncn2)nc1
3	-3	-4	0.2	-1	1.9	17	-2	4	9	O=C(O)c1ccccc1-c1cn2cc(Cl)ccc2n1

The list continues.
SMILES	RTF Ca sens act	Rtt109 Vps75	PKA-R2B act	CAL PDZ FP-1	CAL PDZ FP-2	LANA DNA inh	SR-BI uptake up	DAGLB inh	Keap1 Nrf2 FP	RTF Ca sens inh
N[C@@H](CCC(=O)N[C@@H](CSN=O)C(=O)NCC(=O)O)C(=O)O	1	-7	4	0.0	-6	0.4	-1	1	-8	5
COc1ccccc1-n1c(=S)[nH]c2c(sc(=S)n2-c2ccccc2)c1=O	-2	-6	4	0.4	-4	-0.1	-3	-1	5	3
CCc1cc2c(cc3c(=O)n(CC(=O)N4CCN(C)CC4)ncn32)s1	-1	-14	0	-1.8	-1	1.7	0	-1	-1	4
COc1ccc(S(=O)(=O)NC(C)(C)C)cc1-c1nnc2c3ccccc3c(C)nn12	-1	-2	-6	-0.9	-3	0.1	3	0	3	-4

Screening data (PubChem BioAssay)
